H9c2 TAG inh = inhibitors of triacylglycerol accumulation; H9c2 cells, Nile Red lipid (TAG) fluorescence; cells loaded with 200 µM oleic acid; inhibition, % at 12.5 µM; hit rate 0.66% among 230,000;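 active means pattern-corrected inhibition of lipid staining of at least 50% with the nuclear-stain viability signal not falling by more than 50%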;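 further: 0% = DMSO wells and 100% = triacsin C control wells; some results filed as inactive read as strong as hits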
H9c2 TAG inh DAPI viability = second read-out of H9c2 TAG inh, no call of its own (marks repeat the call); DAPI nuclei signal change (viability), lower = more cytotoxic, %;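 whole-well DAPI fluorescence read on a plate reader as a viability signal; minus 50 percent equals half of cells still viable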
* marks the source's active call; other numbers are inactive results. These rows are one share of the data. The share of hits here may be higher or lower than overall.

cpd | smiles | H9c2 TAG inh | H9c2 TAG inh DAPI viability
1 | O=C(NCC1=C(c2cccc3ccccc23)C[C@@H]2CC[C@H]1N2Cc1ccco1)c1ccncc1 | 22.8 | -18.1
2 | CCCCCCn1c(=O)c(C(=O)Nc2cnccn2)c(O)c2ccccc21 | -14.3 | 4.1
3 | C[C@H]1CN([C@@H](C)CO)C(=O)CCCn2nncc2CO[C@@H]1CN(C)C(=O)Oc1ccccc1 | -4.0 | -5.5
4 | CCN1CCN(Cc2cc(OC)c3c(c2)OCO3)CC1 | 1.0 | -5.3
5 | Cc1ccc(Cn2nnnc2CN2CCC(n3nnc4ccccc43)CC2)cc1 | 14.9 | -9.5
6 | CC(=O)N1N=C(c2cccnc2)CC1c1ccccc1O (stereo not drawn) | -9.5 | -4.5
7 | C[N+](C)(C)CC#CCN1CCCC1=O | -3.4 | 1.9
8 | C=CCn1c(O)c(C(C)=Nc2cccc(C(F)(F)F)c2)c(=O)[nH]c1=O | 4.6 | 2.4
9 | NP(=O)(OCCCc1ccccc1)Oc1ccccc1Cl (stereo not drawn) | -28.3 | -2.1
10 | NC(=O)Cn1cc(C(=O)c2ccccc2F)c2ccccc21 | 3.5 | 1.3
11 | COC(=O)C1=C(c2ccccc2)C[C@@H]2CC[C@H]1N2C(=O)NCCS(C)=O (stereo partly drawn) | -6.4 | -1.9
12 | CCCCC(=O)N/N=C/c1c(O)n(Cc2ccc(F)cc2)c(=O)[nH]c1=O | 5.6 | 3.1
13 | COCCNC(=O)N1[C@H]2CC[C@@H]1C(C(=O)OC)=C(c1ccc(-c3ccccc3)c(F)c1)C2 | -22.9 | -0.4
14 | Cc1cc(N2CCNCC2)nc2ccccc12 | 6.4 | 12.0
15 | O=C1c2ccccc2-c2cc3ccccc3cc21 | 4.5 | -5.9
16 | CC(C(=O)c1c[nH]c2ccccc12)N1CCN(C(=O)c2ccco2)CC1 (stereo not drawn) | 1.0 | -1.8
17 | CCC(=NCc1cccnc1)c1c(O)n(-c2ccccc2C)c(=O)[nH]c1=O | -5.9 | 11.9
18 | CCOC(=O)C1=C(C)OC(N)=C(C#N)C12C(=O)Nc1ccc(C)cc12 (stereo not drawn) | -8.1 | -1.6
19 | COc1ccc2c3c([nH]c2c1)C(C)=NCC3 | -6.6 | 125.3
20 | CC1(C)COC(Nc2cccc(Cl)c2)=N1 | 10.0 | 10.8
21 | Cc1cccc(CC(c2cccc(C)c2)N(C)C)c1 (stereo not drawn) | -8.7 | 5.5
22 | C=Cn1ccnc1P(=S)(c1ccc(Cl)cc1)c1nccn1C=C | 8.8 | 0.3
23 | Cc1cc2c(C(C)C)c(O)c(O)c(C=O)c2c(O)c1-c1c(C)cc2c(C(C)C)c(O)c(O)c(C=O)c2c1O | -0.8 | -15.4
24 | O=c1[nH]c(=O)n(CCC2=CCCCC2)c(O)c1C=NCc1cccnc1 | 9.7 | 0.5
25 | Cc1ccc(N2Cc3ccccc3C2=N)cc1[N+](=O)[O-] | -1.5 | -5.2
26 | CCOC(C[n+]1c(-c2ccccc2)cc(C)cc1-c1ccccc1)OCC | -9.2 | 16.5
27 | CC(=O)Nc1ccccc1C(=O)OCc1ccccc1F | -28.3 | -3.4
28 | CC(C)NC1C2CCC(CC2)C1(O)c1ccc(Cl)c(Cl)c1 (stereo not drawn) | 4.2 | -5.9
29 | C[C@@H]1CC2(CCCC[N+]2(C)C)C[C@H]1C | 7.5 | -5.3
30 | C[C@]12CCC(=O)C=C1CC[C@@H]1[C@@H]2C(=O)C[C@]2(C)C(=O)CC[C@@H]12 | 10.0 | -0.8
31 | COCCCN1CCN(c2nnc3n2-c2sc(Br)cc2C(c2ccccc2Cl)=NC3)CC1 | 10.7 | 7.4
32 | COCc1cc(OC(=O)N(C)C)nc(-c2ccccc2)n1 | 4.3 | -5.7
33 | C=CCn1c(O)c(/C(C)=N/N2CCCCC2)c(=O)[nH]c1=O | 7.6 | -3.3
34 | CN1C2CCC1CC(OC(=O)c1ccc(Cl)cc1)C2 (stereo not drawn) | 9.7 | 7.8
35 | CCn1c(=O)n(CC)c2cc([N+](=O)[O-])c(N3CCNCC3)cc21 | 9.9 | -7.1
36 | COc1cc2c3c(c1OC)-c1cc(O)ccc1CC3NCC2 (stereo not drawn) | 14.0 | -1.0
37 | CCCC12CN3CC(CCC)(CN(C1)C3c1ccccn1)C2=O (stereo not drawn) | 1.0 | 8.6
38 | C=CCCC1(CC)C(=O)NC(=S)NC1=O | 4.3 | -1.7
39 | COP(=O)(OC)C1(Nc2ccc(C)cc2)CCCCC1 | -16.6 | 13.1
40 | CN1CCN(c2nc3ccccc3c(=O)n2-c2ccccc2)CC1 | 5.4 | 4.6
41 | COC(=O)C1=C(c2ccc(OC)c(OC)c2)C[C@@H]2CC[C@H]1N2C(=O)N1CCC(O)CC1 | -15.5 | 5.3
42 | COC(=O)C1=C(c2ccc(F)cc2OCc2ccccc2)C[C@@H]2CC[C@H]1N2C(=O)NCc1ccc(Cl)cc1 | -13.7 | -2.3
43 | Nc1ccccc1C(=O)OCC(=O)N1CCc2ccccc21 | 4.1 | 16.2
44 | O=C(/C=C/C=C/c1ccccc1)CC1(O)C(=O)Nc2ccccc21 (stereo not drawn) | 2.0 | 1.5
45 | O=C1CCCC2=C1C(c1cccnc1)Nc1ccccc1N2 (stereo not drawn) | -15.2 | -4.9
46 | CCCC(C)C1(CC)C(=O)NC(=Nc2ccccc2)NC1=O (stereo not drawn) | -2.0 | -12.3
47 | COC(=O)C1=C(c2ccc(S(C)(=O)=O)cc2)C[C@@H]2CC[C@H]1N2C | -5.2 | -3.9
48 | N[C@@H](Cc1c[nH]c2ccccc12)c1nnc(SCc2ccccc2)o1 | 17.8 | -4.7
49 | Cc1c(C(=O)c2cccc3ccccc23)c2cccc3c2n1[C@H](CN1CCOCC1)CO3 | 4.9 | -22.3
50 | Cc1ccc(S(=O)(=O)N(C)CCCC(=O)N2CCN(c3ccccn3)CC2)cc1 | -10.1 | 2.4

Fetched one by one from the entries so far (6):
cpd | smiles | H9c2 TAG inh | H9c2 TAG inh DAPI viability
47 | COC(=O)C1=C(c2ccc(S(C)(=O)=O)cc2)C[C@@H]2CC[C@H]1N2C | -5.2 | -3.9
32 | COCc1cc(OC(=O)N(C)C)nc(-c2ccccc2)n1 | 4.3 | -5.7
48 | N[C@@H](Cc1c[nH]c2ccccc12)c1nnc(SCc2ccccc2)o1 | 17.8 | -4.7
29 | C[C@@H]1CC2(CCCC[N+]2(C)C)C[C@H]1C | 7.5 | -5.3
49 | Cc1c(C(=O)c2cccc3ccccc23)c2cccc3c2n1[C@H](CN1CCOCC1)CO3 | 4.9 | -22.3
34 | CN1C2CCC1CC(OC(=O)c1ccc(Cl)cc1)C2 (stereo not drawn) | 9.7 | 7.8

(list continues)
cpd | smiles | H9c2 TAG inh | H9c2 TAG inh DAPI viability
51 | COCCCn1c(N)c(C(=O)OC(C)COC)c2nc3ccccc3nc21 (stereo not drawn) | -27.2 | 33.1
52 | Cc1cc(C)c(C)c(C(O)(C(=O)O)c2ccccc2)c1C (stereo not drawn) | -5.9 | -5.5
53 | CNC(=S)N(C)CCc1cc2c(c(OC)c1/C=C1/C(=O)NC(=O)N(C)C1=O)OCO2 | 5.2 | -6.3
54 | O=c1[nH]c(O)c(/C=C2\C=Nc3ccc(OCc4ccccc4)cc32)c(=O)[nH]1 | -8.3 | -6.5
55 | O=c1[nH]sc2cc(F)ccc12 | 23.3 | -20.0
56 | O=C(c1c[nH]c2ccc(S(=O)(=O)N3CCC4(CC3)OCCO4)cc2c1=O)N1CCC2(CC1)OCCO2 | 5.0 | 1.0
57 | COC(=O)CN1C(=O)CN=C(c2ccccc2Cl)c2cc(Br)ccc21 | 0.0 | -5.0
58 | O=C(COC(=O)c1cc(Br)cc(Br)c1O)NC12CC3CC(CC(C3)C1)C2 | -6.0 | -1.5
59 | CC1OC(C[N+](C)(C)C)CC1O (stereo not drawn) | -8.0 | 1.1
60 | COc1ccc(-c2nn(CCC#N)cc2C(=O)Nc2ccccc2Br)cc1[N+](=O)[O-] | 1.6 | 5.7
61 | CC(C)S(=O)(=O)N1Cc2ccccc2-n2nncc2C1 | 9.1 | -3.4
62 | CCn1c(NN=O)nc2ccccc21 | 43.4 | -20.5
63 | Cc1nc2sccc2c(=O)n1-c1ccccc1Cl | 4.4 | -11.2
64 | CN1C(=O)C(=Cc2ccccc2OCc2ccc(Cl)cc2)C(=O)N(C)C1=O | -6.3 | 5.9
65 | c1ccc(CCN2CCC3(CC2)OCCO3)cc1 | 5.6 | 0.6
66 | CCOc1ccc(N2C(=O)NC(=O)/C(=C\c3ccc(N4CCOCC4)cc3C)C2=O)cc1 | -0.1 | -9.2
67 | COC(=O)C1=C(c2cc3ccccc3s2)C[C@@H]2CC[C@H]1N2C(=O)NCc1ccccc1 | -16.4 | -1.1
68 | Cn1c(O)c(C=NC2CC3CCC2(C)C3(C)C)c(=O)[nH]c1=O (stereo not drawn) | 1.1 | -2.3
69 | O=C(c1ccc2c(c1)ncn2C1CCCCCC1)N1CCC2(CC1)OCCO2 | 13.7 | 1.7
70 | COc1ccc(CN2C(=O)NC(=O)/C(=C/c3ccc(OC)c(OC)c3OC)C2=O)cc1 | 8.1 | -8.7
71 | CCN(C(=O)COC(=O)Cc1ccccc1)c1c(N)n(Cc2ccccc2)c(=O)[nH]c1=O | -4.1 | 2.8
72 | CCN(CC)P(=O)(NC(=O)c1cccn1C)N(CC)CC | -0.3 | 3.7
73 | CC(C)(C)c1cc(OC(=O)Cc2ccccc2)ccc1O | 12.9 | -4.0
74 | C=CCn1c(O)c(C(CC)=NCc2ccc3c(c2)OCO3)c(=O)[nH]c1=O | -37.5 | 5.2
75 | CS(=O)(=O)c1ccc(C2=C(CNC(=O)c3ccncc3)[C@H]3CC[C@@H](C2)N3Cc2ccccc2)cc1 | 6.4 | 2.3
76 | C[C@]12CCC3C(CC[C@H]4CC(=O)CC[C@]34C)C1CCC2=O (stereo partly drawn) | 13.6 | -34.2
77 | CC1(C)CC(=O)c2cc(OCC(=O)N3CCN(Cc4ccccc4)CC3)ccc2O1 | 4.3 | 9.8
78 | CSc1ccc(C(=O)C2CCCN(Cc3ccn[nH]3)C2)cc1 (stereo not drawn) | -6.1 | 4.8
79 | CN1C2CCC1CC(OC(=O)c1ccc(Cl)cc1)(C(=O)O)C2 (stereo not drawn) | 8.5 | -7.9
80 | Cc1c(C(=O)O)cccc1-n1c(C)cc(/C=C2\C(=O)NC(=O)N(c3ccc4c(c3)OCO4)C2=O)c1C | -3.2 | 0.5
81 | CC1(C)Cc2c(C#N)c(N3CCNCC3)nc(-c3ccco3)c2CS1 | 23.1 | 23.5
82 | CCN(CC)CCN=Cc1c(O)n(Cc2ccco2)c(=O)[nH]c1=O | -1.5 | 5.5
83 | Oc1ccccc1/C=N/NP(=S)(c1ccccc1)c1ccccc1 | -41.0 | 2.5
84 | COC(=O)C1=C(c2cccc(C#N)c2)C[C@@H]2CC[C@H]1N2C(=O)N1CCOCC1 | -25.3 | 2.3
85 | Nc1ccc(CC(N)c2csc(Nc3ncccn3)n2)cc1 (stereo not drawn) | -3.9 | 8.7
86 | O=C(Cn1ccc2ccccc2c1=O)NCC(=O)N1CCC2(CC1)OCCO2 | -0.9 | -1.9
87 | O=[N+]([O-])c1cccc(NP(=O)(N2CC2)N2CC2)c1 | -7.5 | 3.6
88 | Cc1cccc(OCC(O)CN2CC2)c1 (stereo not drawn) | 7.7 | -5.6
89 | CC1(C)CSC(=NCc2ccccc2)N1 | 11.1 | -6.9
90 | CC=C(C)C(=O)OC1CCN2CC=C(COC(=O)C(O)(C(C)OC)C(C)(C)O)C12 (stereo not drawn) | -14.4 | 15.1
91 | O=C1NC(=O)C(CCc2ccncc2)(CCc2ccncc2)C(=O)N1Cc1ccc(F)cc1 | 9.7 | -0.7
92 | CCCCn1c(=O)c(C(=O)Nc2ccccc2)c(O)c2ccccc21 | 2.9 | 1.5
93 | COC(=O)C1=C(c2ccc(OC(F)(F)F)cc2)C[C@@H]2CC[C@H]1N2C(=O)NC1Cc2ccccc2C1 | 6.9 | 10.9
94 | CC(C)c1ccc(OCC(=O)N2CCCN(C)CC2)cc1 | 6.0 | 5.9
95 | CC(C)(C)OC(=O)c1c(N)n(Cc2ccco2)c2nc3ccccc3nc12 | -19.4 | 51.4
96 | CN(C=O)CP(=O)(O)CN(C)C=O | 14.8 | 0.6
97 | COC1=CC2C3Cc4ccc(OC)c(O)c4C2(CCN3C)CC1=O (stereo not drawn) | -7.9 | -6.8
98 | Nc1ccncc1Cl | 10.0 | -3.2
99 | O=C(CN1CCCCC1)c1ccccc1F | 6.1 | -8.2
100 | CN(C)CCCN=Cc1c(O)n(Cc2ccco2)c(=O)[nH]c1=O | 2.3 | -1.6

Remaining list, next part
cpd | smiles | H9c2 TAG inh | H9c2 TAG inh DAPI viability
101 | O=C(C(Cc1ccccc1)NS(=O)(=O)c1ccc(F)cc1)N1CCC2(CC1)OCCO2 (stereo not drawn) | -7.7 | -9.2
102 | Cc1cc2ccccc2c(=O)n1CC(=O)NCC(=O)N1CCC2(CC1)OCCO2 | 12.9 | 20.0
103 | O=C1NC(=O)N(CCc2ccc(F)cc2)C(=O)/C1=C/c1ccco1 | -4.0 | 0.6
104 | CCOP(=O)(OCC)C(NS(=O)(=O)c1ccccc1)C(Cl)(Cl)Cl (stereo not drawn) | 2.5 | 6.9
105 | S=c1[nH]c2ccccc2[nH]1 | 20.5 | -6.2
106 | C[N+]1(CC(COCc2ccccc2)OC(=O)Cc2ccccc2)CCOCC1 (stereo not drawn) | 7.1 | -2.1
107 | Cc1nn(C)cc1/C=C1/CC2C3CC=C4CC(O)CCC4(C)C3CCC2(C)C1=O (stereo not drawn) | 9.5 | -1.6
108 | Cc1ccc(C(=O)COC(=O)Cc2ccccc2)cc1 | 4.8 | -1.6

Given with each value named: entries from further up
101	O=C(C(Cc1ccccc1)NS(=O)(=O)c1ccc(F)cc1)N1CCC2(CC1)OCCO2 (stereo not drawn)
  H9c2 TAG inh = -7.7; H9c2 TAG inh DAPI viability = -9.2

108	Cc1ccc(C(=O)COC(=O)Cc2ccccc2)cc1
  H9c2 TAG inh = 4.8; H9c2 TAG inh DAPI viability = -1.6

Screening data deposited in PubChem BioAssay by Sanford-Burnham Center for Chemical Genomics.
